High-throughput results as filed in PubChem.
PfHsp90 set2 – reduces growth (ATP signal) of yeast expressing P. falciparum Hsp90; inhibition, % at 9.4 µM; 310,000 compounds, 0.32% hits; S. cerevisiae expressing PfHsp90, BacTiter-Glo ATP, 48 h; yeast lacking PDR1 and PDR3 efflux regulators; AID 504621;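 active means every replicate shows inhibition above about 80%, whatever the replicate mean, limit read from the data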;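 further: 0% = DMSO neutral controls and 100% = 20 µM radicicol positive controls; yeast relying on Plasmodium falciparum Hsp90 in place of its own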
OPRM1-OPRD1 inv – mu-delta opioid heterodimer inverse agonism; cell-based MOR-DOR heterodimer luminescence; inhibition, % at 9.3 µM; P35372+P41143; 340,000 compounds, 0.21% hits; in the data active means inhibition above about 22%, passing the limit was not always enough;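 further: 0% = cells with DMSO and 100% = wells without cells with DMSO; values of inactives mirror those of a sister screen read the other way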
Target sequence (P35372 whole entry, looked up): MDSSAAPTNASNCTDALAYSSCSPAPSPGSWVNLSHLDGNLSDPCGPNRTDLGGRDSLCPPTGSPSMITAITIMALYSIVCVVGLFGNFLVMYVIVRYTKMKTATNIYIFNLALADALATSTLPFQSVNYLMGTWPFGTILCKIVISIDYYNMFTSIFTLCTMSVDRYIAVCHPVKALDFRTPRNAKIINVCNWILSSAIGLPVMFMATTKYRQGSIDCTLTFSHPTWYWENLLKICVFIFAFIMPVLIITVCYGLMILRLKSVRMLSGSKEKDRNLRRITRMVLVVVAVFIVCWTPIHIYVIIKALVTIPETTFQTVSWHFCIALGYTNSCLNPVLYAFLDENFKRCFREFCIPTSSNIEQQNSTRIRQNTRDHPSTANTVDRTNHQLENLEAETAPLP
Target sequence (P41143 whole entry, looked up): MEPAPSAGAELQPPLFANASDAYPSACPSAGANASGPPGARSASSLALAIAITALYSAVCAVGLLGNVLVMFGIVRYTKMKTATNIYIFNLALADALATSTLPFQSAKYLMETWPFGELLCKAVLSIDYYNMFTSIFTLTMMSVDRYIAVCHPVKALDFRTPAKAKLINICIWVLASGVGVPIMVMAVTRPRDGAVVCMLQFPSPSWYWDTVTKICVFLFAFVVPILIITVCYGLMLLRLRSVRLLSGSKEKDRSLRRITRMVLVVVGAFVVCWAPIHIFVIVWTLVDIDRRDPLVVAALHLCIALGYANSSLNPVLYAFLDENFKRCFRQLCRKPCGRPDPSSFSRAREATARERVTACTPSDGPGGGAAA
DSG3 Ab inh – human desmoglein-3 autoantibody binding inhibition; binding (percent of control), % at 10 µM; DSG3-coupled beads, scFv-anti-DSG3-GFP binding, flow cytometry; stronger effect = lower value; P32926; 310,000 compounds, 0.48% hits;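 active means binding more than 3 SD below its plate's average and above zero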;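 further: hits lower antibody fragment binding to DSG3; some compounds called inactive have numbers as strong as hits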
Mot1-301 SUMO – blocks SUMOylation pathway, rescuing yeast Mot1-301 growth; S. cerevisiae Mot1-301 growth rescue, ATP luminescence, 38.5C; percent above DMSO median, 100 means doubled; growth rescue, % at 18.8 µM; 320,000 compounds, 1% hits;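 active means every valid replicate shows activation above 250% relative to neutral control wells; inactive means the rest, any valid replicate at or below 250%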;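 further: OY570 slx delta 5 strain wells were the positive control but not used for scaling; some compounds called inactive have numbers as strong as hits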
MOR-DOR ag – OPRM1-OPRD1 heterodimerization agonism; P35372+P41143; cells, luminescence; activation, % at 9.3 µM; 340,000 compounds, 0.3% hits; AID 504326; in the data active means activation above about 18%;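 further: 0% = vehicle-treated cells and 100% = reference agonist; values of inactives mirror those of a sister screen read the other way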
Arr AP2 block – blocks beta-arrestin peptide binding to AP2 adaptin | 340,000 compounds, 0.31% hits | FITC-arrestin peptide / GST-AP2 beads, flow cytometry; AP2 beta2 appendage carries R879A mutation | inhibition, % at 10 µM | AID 504490;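 active means inhibition above a set limit, near 3 SD of compounds lacking own fluorescence, cut at about 54% in these data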;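 further: plate controls were DMSO wells for no effect and 5 µM unlabelled arrestin peptide for full effect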
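Test system: GST-tagged AP2 beta2-adaptin appendage (R879A) on 4 µm glutathione beads; also added: fluorescein-tagged arrestin peptide at 50 nM final; timing: 12 min plus 1 h, RT; signal: flow cytometry, FL1 (488/535 nm); read-out: percent drop in bead-associated FITC signal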
E coli growth – bacterial growth inhibition, counter-screen for AddAB inhibitors; inhibition, % at 11.9 µM; 330,000 compounds, 0.27% hits; E. coli V3065 growth, OD600 absorbance, 18 h;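 active means inhibition above the campaign's mean inhibition across all tested compounds plus 3 SD, cut at about 9.9% in these data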;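 further: uninfected addAB+ strain grown without phage in ampicillin broth; 0% = DMSO wells and 100% = ciprofloxacin 0.95 µg/ml wells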
PKA-R1A act – activates the PKA-R1A holoenzyme complex. P00514+P68181. PKA-R1A dissociation, Cy5-IP20 fluorescence polarization; scaled: DMSO 0%, 113 µM cGMP 100%. activation, % at 11.4 µM. 340,000 compounds, 0.083% hits. AID 504707;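 active means percent activation above the mean of all tested compounds plus 3 SD, cut at about 19% in these data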;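 further: higher means more PKAc released from R1A so a rise in polarization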
Tat export inh – E. coli Tat transport inhibition; inhibition, % at 10 µM; E. coli MC4100 TorA-mCherry Tat export, fluorescence; 340,000 compounds, 0.036% hits;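 active means mean replicate inhibition at least 50% and at least half of replicates individually reaching 50%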;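 further: exported cargo escapes ClpAP degradation while cytoplasmic cargo is degraded and loses fluorescence; 0% = median of neutral control wells and 100% = median of NaSCN control wells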
AddAB inh – less growth of phage-infected E. coli with AddAB. inhibition, % at 11.9 µM. AID 435030. 330,000 compounds, 0.29% hits. E. coli expressing H. pylori AddAB, absorbance growth; in the data active means inhibition above about 12%;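 further: 0% = vehicle wells of infected cells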
phage Ecoli inh – E. coli growth loss with phage present. growth absorbance. inhibition, % at 11.9 µM. 360,000 compounds, 0.26% hits. AID 651602; in the data active means inhibition above about 11%
Starred values were filed as active, the others as inactive; . = not tested or not shown.

SMILES	PfHsp90 set2	OPRM1-OPRD1 inv	DSG3 Ab inh	Mot1-301 SUMO	MOR-DOR ag	Arr AP2 block	E coli growth	PKA-R1A act	Tat export inh	AddAB inh	phage Ecoli inh
CCN(CC(=O)Nc1ccc2c(c1)OCCO2)C(=O)/C=C/c1cccc(C(F)(F)F)c1	-1	4	99	-12	-1.1	-6	0.0	-2	0	-0.2	0.8
COc1cc(NC(=O)CN(C)C2CCCCC2)c(C)cc1[N+](=O)[O-]	3	-9	.	-22	1.7	6	-0.3	6	1	-0.2	2.9
Cc1ccc(-c2csc3nc4cc(C(N)=O)ccc4c(=O)n23)cc1	.	14	104	5	-2.6	-3	3.2	-9	0	4.8	3.1
CCOCCCNC(=O)c1c[nH]c2ccc(S(=O)(=O)Nc3cccc(OC)c3)cc2c1=O	-9	-12	100	2	1.9	2	-1.7	-13	-1	-0.8	1.7
CCCNC(=O)c1ccccc1SCc1c(C)noc1C	-5	15	118	-8	-2.9	38	-2.3	3	-7	-1.8	2.9
O=S(=O)(NC(=NC1CCCCC1)c1ccccc1)c1ccc(F)cc1	10	1	.	-12	-0.2	40	0.2	-4	8	-0.7	3.2
CCn1cc(C(=O)NCCCN2CCN(C)CC2)c(=O)c2cc(S(=O)(=O)N3CCc4ccccc4C3)ccc21	-5	7	101	-3	-1.4	-17	-0.8	-6	-15	-0.1	3.0
C/C(=N\NC(N)=S)C12CC3CC(CC(C3)C1)C2	-14	7	98	115	-1.3	24	0.6	4	-7	-0.3	-2.1
COc1ccc(OC)c(S(=O)(=O)Nc2cnc3ccccc3c2)c1	.	-3	106	-15	0.6	27	-0.9	12	-1	4.3	4.8
O=c1[nH]c(N2CCN(c3ccccc3)CC2)nc2c1CCC2	7	-6	106	-9	1.5	-5	0.4	2	2	1.7	2.1

The closing two records of the section above open the next one.
SMILES	PfHsp90 set2	OPRM1-OPRD1 inv	DSG3 Ab inh	Mot1-301 SUMO	MOR-DOR ag	Arr AP2 block	E coli growth	PKA-R1A act	Tat export inh	AddAB inh	phage Ecoli inh
COc1ccc(OC)c(S(=O)(=O)Nc2cnc3ccccc3c2)c1	.	-3	106	-15	0.6	27	-0.9	12	-1	4.3	4.8
O=c1[nH]c(N2CCN(c3ccccc3)CC2)nc2c1CCC2	7	-6	106	-9	1.5	-5	0.4	2	2	1.7	2.1
COc1ccc2cc(C(=O)N3CCN(Cc4ccc5c(c4)OCO5)CC3)[nH]c2c1	22	6	98	38	-1.2	-9	0.8	-18	1	-1.3	-0.6
CCC(C)(C)n1nnnc1C(c1ccccc1OC)N1CCSCC1 (stereo unspecified)	2	2	127	40	-0.3	3	-1.2	0	4	1.6	1.7
Cc1c(Cl)cccc1NC(=O)CCC(=O)c1cccs1	-21	11	103	3	-2.3	-6	-3.8	3	14	0.5	2.1
N#Cc1c(NC(=S)NC(=O)c2ccccc2)sc2c1CCC2	4	6	103	17	-1.0	12	2.1	-1	-23	1.8	4.1
O=C(COc1ccc2c3c(c(=O)oc2c1)CCC3)N1CCN(c2ccc(F)cc2)CC1	2	10	108	-12	-2.0	22	1.3	-5	0	1.4	-1.3
COC(=O)c1[nH]c2ccccc2c1NC(=O)c1c(F)cccc1F	-4	1	113	0	-0.2	-2	-1.5	1	6	-1.3	3.2
COC(=O)c1cc(Br)c(=O)n(CC(C)C)c1	10	-1	101	1	0.2	7	2.2	-8	1	-1.4	2.2
Cc1cccc(NC(=O)c2ccc(Cl)c(S(=O)(=O)N3CCCCC3)c2)n1	.	-5	101	170	0.9	2	2.5	-3	-9	1.7	3.7
O=C(COC(=O)/C=C/c1ccccc1)NC1CCCCCC1	.	10	102	.	-1.6	14	.	-2	-2	.	0.5
O=C(Nc1ncc(Cc2cccc([N+](=O)[O-])c2)s1)c1ccco1	-8	10	101	-3	-1.8	12	2.3	-5	-3	2.7	1.6
Cc1cc(C)c(NC(=O)COc2ccc(-n3cnnn3)cc2)c(C)c1	-2	1	101	-14	-0.2	0	0.8	-7	-1	-0.4	-2.6
CCn1c(/C=C/N(C)c2ccccc2)[n+](CC)c2ccc(Cl)cc21	12	9	132	-4	-1.6	-14	0.6	-9	7	2.2	0.4
O=C1CSC(c2ccccn2)N1c1ccccc1F (stereo unspecified)	.	11	127	79	-2.2	-16	1.0	-13	-15	0.0	1.9
Cc1csc(=O)n1CC(=O)OCC(=O)NC(C)c1ccc(F)cc1 (stereo unspecified)	-13	6	94	4	-1.4	2	-0.7	9	5	-2.5	2.0
CCN1C(=O)CSC1=Nc1ccccc1Cl	-16	5	102	-12	-1.1	6	.	-5	-4	.	0.2
CC1(c2ccccc2)NC(=O)N(CC(=O)N2CCN(S(=O)(=O)c3c(F)cccc3F)CC2)C1=O (stereo unspecified)	-6	21	.	-2	-5.3	-2	0.9	6	-4	0.8	0.9
CCCCN(C(=O)Cc1coc2cc(C)c(C)cc12)c1c(N)n(Cc2ccccc2)c(=O)[nH]c1=O	.	15	104	-12	-2.8	-10	-1.0	-5	4	-0.3	1.3
COc1ccc(-c2cc3nc(C)c(CCC(=O)NCc4ccco4)c(C)n3n2)c(OC)c1	-16	10	102	12	-1.8	-13	-3.9	4	-27	-1.2	2.9
CC(C)Cn1nc(C(=O)Nc2nnc(C3CC3)s2)c2ccccc2c1=O	-17	14	98	-3	-3.5	0	1.2	4	3	2.2	0.9
O=C(CN1C(=O)c2ccccc2C1=O)NCC1COc2ccccc2O1 (stereo unspecified)	22	7	98	-11	-1.3	3	1.4	1	-5	0.2	3.1
CCOC(=O)Cc1csc(NS(=O)(=O)c2ccc3ccccc3c2)n1	10	-4	111	7	0.7	4	1.7	4	6	3.1	3.4
CC(C)Cn1nnc2c(=O)oc3ccccc3c21	10	-12	101	.	2.1	2	1.9	5	9	2.0	1.5
Cc1ccc(S(=O)(=O)N2CCC(C(=O)N[C@H](C(=O)NCc3ccco3)C(C)C)CC2)cc1	.	0	98	-17	-0.1	-2	-1.2	1	7	0.8	0.7
CCNc1nc(N)c(C(=O)C23CC4CC(CC(C4)C2)C3)s1	3	-7	.	8	1.4	36	1.2	1	-4	-0.2	4.4
CCn1nnnc1SCC(=O)c1cc(Cl)ccc1OC	-10	16	100	-11	-2.9	-27	0.8	1	-17	4.4	6.8
CCc1cc(=O)oc2cc(OCC(=O)NCCCN3CCCC3=O)c(Cl)cc12	-5	5	103	2	-1.0	-15	0.2	-5	-2	2.5	2.1
Cc1ccccc1NC1C=CS(=O)(=O)C1 (stereo unspecified)	-12	0	100	15	-0.1	-9	1.9	-8	-4	4.1	3.0
COc1ccc(NS(=O)(=O)c2ccc(OCC(=O)N3CCCC3)cc2)cc1	.	4	99	-5	-0.8	0	-0.2	-8	9	0.9	-2.6
COc1ccc(OC)c(/C=C/C(=O)Nc2cccc(S(=O)(=O)N3CCCC3)c2)c1	22	-4	99	-8	0.6	-9	-0.2	-8	2	1.5	1.4
CC(NC(=O)NCc1cccnc1)(C(F)(F)F)C(F)(F)F	-8	3	108	-7	-0.5	7	0.9	3	21	1.6	3.0
OCC1(Cc2cccc(Cl)c2)CCCN(Cc2cn[nH]c2C2CCCCC2)C1 (stereo unspecified)	9	7	101	20	-1.4	33	-3.2	-12	5	1.6	-2.0
CC(=O)NC12CC3CC(C1)CC(C(=O)N1CCN(S(=O)(=O)c4cccc(C(F)(F)F)c4)CC1)(C3)C2	-19	0	101	-3	0.1	32	0.3	4	7	-0.2	3.0
Fc1ccc(-c2nnc3ccccn23)cc1	.	1	86	.	-0.1	6	.	4	3	.	2.4
N/C(=N/S(=O)(=O)c1ccccc1)c1cccc([N+](=O)[O-])c1	11	-1	109	-10	0.1	18	1.2	-5	4	1.1	0.6
CSc1nnc(Cn2c(=O)sc3ccccc32)n1C	7	13	88	8	-2.6	14	0.5	9	-1	4.8	2.1
CC[C@@]1(C(=O)OC)N[C@H](CN(C)C(C)=O)[C@@H]2C(=O)N(C)C(=O)[C@@H]21	9	13	95	.	-2.8	-7	-0.4	-6	-1	2.2	2.0
CCCNS(=O)(=O)c1ccc(OCC(=O)NCC2CCCO2)cc1 (stereo unspecified)	-10	7	89	-5	-1.3	-6	0.6	-1	-3	1.2	1.5
CCOC(=O)C1CCN(C(=O)C2CCN(c3ncnc4c3nc3n4CCCCC3)CC2)CC1	5	-2	.	-10	0.4	52	0.1	-11	-3	1.5	3.0
Cc1noc(C)c1COC(=O)COc1ccc(-c2ccccc2)cc1	-40	-14	103	-7	2.5	0	0.1	-3	6	0.0	2.9
CC(c1ccccc1F)n1cc(C(=O)NCCCn2ccnc2)nn1 (stereo unspecified)	-17	16	.	-9	-3.5	9	-0.5	-16	0	1.9	-2.3
Cc1cc(C)cc(N(CCC#N)C(=O)COC(=O)c2ccc(OCc3c(C)noc3C)cc2)c1	6	8	94	-11	-1.2	-7	0.6	-4	12	0.7	1.4
COC(=O)c1ccc(NC(=O)CCN2C(=O)CSC2=O)cc1	-2	6	100	7	-1.2	4	1.9	9	5	-1.2	3.9
NC(=O)CCN1CCN(S(=O)(=O)/C=C/c2ccccc2)CC1	-21	-16	.	29	2.6	6	-0.4	-1	-6	1.7	-0.9
COCCNC(=S)N/N=C(\C)CCc1ccc2c(c1)OCO2	42	2	91	-31	-0.3	9	1.8	3	-3	-0.2	1.9
COCCNC(=O)C(c1ccc(C)o1)N(Cc1ccco1)C(=O)c1snc(C(N)=O)c1N (stereo unspecified)	15	14	94	-5	-2.5	-9	-1.9	-4	-2	0.1	1.4
COc1ccc(CN(C2CC2)S(=O)(=O)c2ccccc2Br)cc1	9	3	102	.	-0.6	18	0.9	-1	9	0.7	2.1
CCCC(=O)N1CC(=O)Nc2ccc(C)cc2C1c1ccccc1 (stereo unspecified)	17	17	97	-25	-3.6	-16	0.6	-10	-1	-1.7	2.1
Cc1ccc(S(=O)(=O)Nc2cccc3c2O[C@H](CN(C)Cc2ccccc2)[C@@H](C)CN([C@H](C)CO)C3=O)cc1	13	12	107	-20	-2.1	6	-0.5	-13	5	1.1	0.5
O=C(CCNC(=O)c1ccco1)Nc1ccccc1	4	-11	.	-4	1.4	-8	1.3	-13	27	5.1	1.1
Cc1nc(NC(=O)C(C)Oc2cccc(Cl)c2)sc1C(=O)N(C)C (stereo unspecified)	-25	3	96	0	-0.5	3	-0.1	-8	7	0.3	3.7
C=CCNC1=C(Cl)C(=O)N(Cc2ccccc2)C1=O	-4	0	.	364	-0.1	-5	1.5	10	-6	1.1	2.3
O=C(O)c1cc(S(=O)(=O)N2CCN(c3ccccn3)CC2)ccc1Cl	11	-1	.	-17	0.2	-18	-1.3	0	-3	4.1	3.4
